Pf gamet viab: late stage P. falciparum gametocyte viability inhibitors, primary screen, ATP luminescence, HTS; P. falciparum stage V gametocytes, 24 h; inhibition, % at 10.9 µM; 150,000 tested, 0.065% active;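 active = inhibition above the mean plus 3 SD of compounds within the control limits, set per campaign, cut at about 38% in these data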;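 note: 0% = DMSO wells and 100% = medium only without gametocytes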
* marks the source's active call; other numbers are inactive results. These rows are one share of the data; count on the stated rates, not on these rows.

SMILES	Pf gamet viab
O=C1C=C(c2cccc(CO)c2)C[C@@H](c2ccc3c(c2)OCO3)C1	2
COc1cccc(-c2ccc3ncnc(NCc4cccs4)c3c2)c1	7
COc1ccc2ccc(C(C)(C(C)=O)C(=O)OC(C)C)cc2c1 (configuration not stated)	-41
CN1CCCC(OC(=O)c2cccc(Br)c2)C1 (configuration not stated)	-23
COc1ccc(OC)c(-c2cc(C(=O)Nc3ccccc3C(N)=O)c3ccccc3n2)c1	-15
CCOc1ccc(N/C=C/C(=O)c2ccc(OC)c(OC)c2)cc1	10
Cc1ccc(S(=O)(=O)NCCCNS(=O)(=O)c2ccccc2)cc1	-12
O=S(=O)(Nc1ccncc1)c1ccc(Cl)c(Cl)c1	-12
CCC/C=C1/CCCOC(C(=O)NCc2cc(C)n(C)n2)(C(F)(F)F)C1 (configuration not stated)	14
O=C(C[C@@H]1C/C=C\CCC(=O)OC[C@@H]2CCCN2C1=O)NCCO	6
COc1cc(/C=N/N2CCN(Cc3ccc(Cl)cc3)CC2)ccc1OC(C)=O	-23
O=C(Nc1cccc(Cl)c1)C1CC1c1ccccc1 (configuration not stated)	-11
CC(C)(C)NC(=S)N1CCC(C(=O)c2ccc(Cl)cc2)CC1	-14
CCCCN1CC(=O)N2[C@H]3c4ccc(OC)cc4OC[C@@H]3[C@H](c3ccccc3)[C@]2(C)C1=O	-13
C=CCN(c1ccc(C(=O)NCCN2CCOCC2)cc1)S(C)(=O)=O	-7
Cc1cccc(OCC(=O)Nc2ccncc2)c1C	6
CCOc1ccc(-n2nnnc2SCC(=O)Nc2ccc(NC(C)=O)cc2)cc1	11
C(=C\c1sc(Nc2ccccc2)n[n+]1-c1ccccc1)/c1ccccc1	-22
COc1cccc(OC)c1C(=O)Nc1ccncc1	-4
C=CC[C@@H](CC(=O)N(CCO)Cc1ccccc1)C(=O)N[C@H](COC(=O)[C@@H](CC=C)CC(=O)OC(C)(C)C)Cc1c[nH]c2ccccc12	-28

Arranged by formula weight (rising): 16 of the compounds above.
SMILES	Pf gamet viab
Cc1cccc(OCC(=O)Nc2ccncc2)c1C	6
CN1CCCC(OC(=O)c2cccc(Br)c2)C1 (configuration not stated)	-23
O=S(=O)(Nc1ccncc1)c1ccc(Cl)c(Cl)c1	-12
COc1ccc2ccc(C(C)(C(C)=O)C(=O)OC(C)C)cc2c1 (configuration not stated)	-41
O=C1C=C(c2cccc(CO)c2)C[C@@H](c2ccc3c(c2)OCO3)C1	2
CCOc1ccc(N/C=C/C(=O)c2ccc(OC)c(OC)c2)cc1	10
CC(C)(C)NC(=S)N1CCC(C(=O)c2ccc(Cl)cc2)CC1	-14
COc1cccc(-c2ccc3ncnc(NCc4cccs4)c3c2)c1	7
C(=C\c1sc(Nc2ccccc2)n[n+]1-c1ccccc1)/c1ccccc1	-22
C=CCN(c1ccc(C(=O)NCCN2CCOCC2)cc1)S(C)(=O)=O	-7
Cc1ccc(S(=O)(=O)NCCCNS(=O)(=O)c2ccccc2)cc1	-12
CCC/C=C1/CCCOC(C(=O)NCc2cc(C)n(C)n2)(C(F)(F)F)C1 (configuration not stated)	14
COc1cc(/C=N/N2CCN(Cc3ccc(Cl)cc3)CC2)ccc1OC(C)=O	-23
CCOc1ccc(-n2nnnc2SCC(=O)Nc2ccc(NC(C)=O)cc2)cc1	11
CCCCN1CC(=O)N2[C@H]3c4ccc(OC)cc4OC[C@@H]3[C@H](c3ccccc3)[C@]2(C)C1=O	-13
C=CC[C@@H](CC(=O)N(CCO)Cc1ccccc1)C(=O)N[C@H](COC(=O)[C@@H](CC=C)CC(=O)OC(C)(C)C)Cc1c[nH]c2ccccc12	-28

Additional records.
SMILES	Pf gamet viab
COc1ccc2oc(=O)c(C(=O)NCc3ccc(F)cc3)cc2c1	13
O=C1N[C@@H](Cc2ccccc2)C(=O)N2[C@@H]3N(S(=O)(=O)c4ccccc4)c4ccccc4[C@]3(Br)C[C@@H]12	-2
CC(C)(C)OC(=O)N1CCC(NC(=O)c2[nH]cnc2C(=O)Nc2ccon2)CC1	-11
CCCCc1c(O)c2cccc3c2n(c1=O)CCC3	2
CN(Cc1ccccc1)C(=O)c1ccc(NC(=O)Cc2cccc(NC(=O)C3CCCN(C(=O)C4CCC4)C3)c2)cc1 (configuration not stated)	-1
Cc1cc(C)c(C)c(OCCCCN2CCCCC2)c1	-7
COC(=O)c1ccc(NC(=O)CSc2nnc(-c3ccccc3Br)n2-c2ccccc2)cc1	3
CCCOc1ccc(NC(=O)c2cc3cc(C)ccc3[nH]2)cc1	-3
Fc1ccc2c(c1)C1OCCCC1C(c1ccccc1)N2 (configuration not stated)	-4
Cc1ccc(CC(=O)Nc2ccc(Cl)cn2)cc1	9
Cc1onc(-c2ccccc2Cl)c1C(=O)N(Cc1ccc(N(C)C)cc1)C(C)C	-2
N#Cc1c(C(F)(F)F)cc(=O)n2c1[nH]c1ccccc12	-2
O=[N+]([O-])c1c(NCCO)cc(N2CCCCCC2)c2nonc12	8
COc1ccc(C(=O)OC(C)CN2CCN(C)CC2)cc1 (configuration not stated)	-6
Cc1cc2[nH]c3ccccc3c2cn1	-3
C#CCOC(=O)CN1C(=O)c2cccc3cccc(c23)C1=O	-34
Cc1n[nH]c(=S)n1/N=C/c1ccc(-c2ccc(Cl)cc2)o1	14
COc1ccc(C(=O)NC2CCN(S(=O)(=O)c3ccc(F)cc3)CC2)cc1	4
COc1ccc2c(c1)[C@H]1[C@H](CO2)[C@H](c2ccccc2)[C@]2(C)C(=O)N(CC3CCCO3)CC(=O)N12 (some centres not stated)	-1
NCC(c1ccccc1Cl)c1c[nH]c2ccccc12 (configuration not stated)	-27
COc1ccc2cc(CO)c3cc(OC)c(OC)cc3c2c1	23
C[C@H](CO)N1C[C@H](C)[C@@H](CN(C)S(=O)(=O)c2ccc(F)cc2)Oc2ccc(NC(=O)Cc3ccccc3)cc2C1=O	19
CCOc1ccc(N(CC(=O)Nc2ccccc2OC)S(C)(=O)=O)cc1	2
COc1ccc(/C=N\N2CCN(Cc3ccccc3Cl)CC2)cc1	-22
O=C(Cc1ccc([N+](=O)[O-])cc1)N/N=C/c1ccccc1F	-1
O=C1NC(Cc2ccc(O)cc2)c2nc3ccc(Cl)cc3c(=O)n2-c2cc(Cl)ccc21 (configuration not stated)	1
Cc1noc(C)c1NC(=O)N(C)C[C@H]1Oc2ccc(NS(=O)(=O)c3cn(C)cn3)cc2C(=O)N([C@H](C)CO)C[C@@H]1C	-18
Cc1ccc(-c2nc3cccnc3s2)cc1NC(=O)c1ccco1	7
O=C(C[n+]1ccn(-c2ccccc2)c1)c1ccc([N+](=O)[O-])cc1	-7
Cc1ccc(/C(O)=C2\C(=O)C(=O)N(C)C2c2ccc(Br)cc2)cc1 (configuration not stated)	1
CCOC(=O)[C@@H]1[C@H]2COc3ccc(Br)cc3[C@@H]2N2C(=O)N(c3cccc(Cl)c3)C(=O)[C@@]12C	4
C[C@H](CO)N1C[C@H](C)[C@@H](CN(C)S(=O)(=O)c2ccc(F)cc2)Oc2ccc(NC(=O)Nc3ccc(C(F)(F)F)cc3)cc2C1=O	-12
C/C(=C\c1ccccc1)CN1CCN(C)CC1	10
C[C@H]1COC(=O)[C@@H](CC(=O)OC(C)(C)C)C/C=C\C[C@H](CC(=O)NCCO)C(=O)N1	-24
O=C1[C@H]2CC3CCC2(O3)[C@@H]2OCCCN12 (some centres not stated)	2
COc1ccc(NC(=O)Cn2c(CCC(=O)O)ccc2-c2ccccc2)cc1	2
O=C(NCC1CC1)c1ccc2c(c1)S(=O)(=O)c1cc(Cl)ccc1C2=O	9
Cc1ccccc1N1CCN(CC(=O)Nc2nccs2)CC1	6
Cc1ccc(N=C2C(=O)Nc3c(C)cccc32)cc1	6
COc1ccc(NC(=O)C2C(c3ccccc3)C2(Cl)Cl)c(OC)c1 (configuration not stated)	-26
CC(=O)N/C(=N\c1nc(C)cc(C)n1)Nc1ccc2ccccc2c1	9
O=C(OCC#CCSc1nnc(-c2cccc3ccccc23)o1)c1ccc(Br)cc1	21
Cc1ccc(NC(=O)Cn2cc(C=O)c3ccccc32)cc1	5
O=C(COc1ccc(Cl)cc1)Nc1ccccc1Cl	1
COc1ccc([C@H](NC(=O)OC(C)(C)C)C(=O)OC(C)(C)C)cc1	-7
CNC(=O)[C@@]1(Cc2ccccc2)C=C[C@@H](C)N1C(=O)OC	10
Cc1ccc(S(=O)(=O)NC2CC(C)(C)NC(C)(C)C2)cc1	0
Cn1c(SCc2cccc(Br)c2)nc2c1c(=O)[nH]c(=O)n2C	-4
COc1ccc(C2C(C(C)=O)=C(O)C(=O)N2c2ccc(O)cc2)cc1 (configuration not stated)	2
CCOc1ccc(C(=O)NCc2ccc3c(c2)OCO3)cc1OCC	-34
Cc1ccc(O)c(-c2cc(-c3ccc(F)cc3)no2)c1	-2
COCC(=O)N1CCC(Oc2ccc(C(=O)N(C)C3CCCCC3)cc2)CC1	4
C[C@H](CO)N1C[C@H](C)[C@@H](CN(C)S(=O)(=O)c2ccccc2)Oc2c(cccc2N(C)C)C1=O	-2
COc1cccc(/C=C(\C#N)c2nc3ccc(C)cc3[nH]2)c1OCC(=O)O	-2
Cc1ccc2c(c1)[C@@H]1[C@H](CO2)[C@H](c2ccccc2)[C@]2(C)C(=O)N[C@H](C)C(=O)N12	-22
COc1ccc(-c2nnc(SC)nc2-c2ccc(OC)c([N+](=O)[O-])c2)cc1[N+](=O)[O-]	-1
COC(=O)c1ccc(OC(=O)CN2C(=O)c3ccccc3C2=O)cc1	-11
NC(=O)c1ccc(-c2noc(-c3cccc(Cl)c3)n2)cc1	-4
CCCOc1ccc2ccccc2c1/C=C1\SC(=O)NC1=O	0
COc1ccc(CCNC(=O)C2CC2)cc1	5
Later entries.
SMILES	Pf gamet viab
COc1cccc(OC)c1C(=O)NCCc1ccccc1	8
O=C(N/N=C/c1ccc(Cl)c([N+](=O)[O-])c1)c1ccc2c(c1)OCCO2	-18
O=S1(=O)CCO[C@H]2Cc3ccccc3[C@H]2N1Cc1ccc(Cl)cc1	9
CC(C)(C)C(=O)Nc1nnc(CCc2ccccc2)s1	-3
COc1cccc(-c2nnn(CC(=O)N3CCCCC3)n2)c1	24
C(#Cc1ccc2c(c1)COc1c3ccccc3nn1-2)c1ccccc1	-51
N#Cc1c(N2C(=O)c3ccc(C(=O)O)cc3C2=O)sc2c1CCCC2	-13
O=C(NCc1cccnc1)Nc1ccc(Cl)c(Cl)c1	-10
O=C(Nc1ccccc1)NC1CCCCCCC1	15
C[C@H](NC(=O)c1nc[nH]c1C(=O)N[C@@H](CCCCNC(=O)OC(C)(C)C)C(=O)OC(C)(C)C)C(=O)OCc1ccccc1	13
CNC(=O)c1[nH]cnc1C(=O)NCC(=O)OC(C)(C)C	-5
O=C(NCc1cccc(C(F)(F)F)c1)c1cc(-c2ccccc2)nn1CC1CC(c2cccnc2)=NO1 (configuration not stated)	4
Cc1ccccc1CC1(CO)CCCN(C(=O)CCC(F)(F)F)C1 (configuration not stated)	-5
CCOc1ccc2nc(SCC(=O)NCc3ccc(S(N)(=O)=O)cc3)sc2c1	-5
Cc1nnc(NC(=O)CC(C)c2ccccc2)s1 (configuration not stated)	-9
CCOC(=O)C(CN1CCCC1)c1ccccc1 (configuration not stated)	-4
COc1ccc(-c2cn(CCO)c(-c3ccncc3)n2)cc1	16
Cc1ccc(C)c(-n2c(-c3ccco3)n[nH]c2=S)c1	9
CC1(C)CC(=O)C=C(c2ccc(Cl)c(C(F)(F)F)c2)C1	-12
CC(C)(C)NC(=O)c1cccc(NC(=O)c2ccc3c(c2)C(=O)N(C(C)(C)C)C3=O)c1	-2
Fc1ccc2cnc(CCO[C@H]3CCCCO3)cc2c1	20
CC(=O)n1cc([C@@H]2C=C(C(=O)N3CCN(C)CC3)O[C@H](OCc3ccc(CO)cc3)C2)c2ccccc21	-18
CC(C)NC(=O)c1onc(CSc2ccc(F)cc2)c1C(=O)NC(C)C	13
O=C(O)C(F)=C1c2ccccc2-c2ccccc21	-12
NC(=O)C1CCN(C(=O)c2cccc3ccccc23)CC1	-2
Cc1ccc2c(c1)[C@@H]1[C@H](CO2)[C@H](c2ccccc2)[C@@]2(C)C(=O)N[C@H](C)C(=O)N12	13
C=CCNC(=O)C1(S(=O)(=O)c2ccccc2)CC=CC1	-13
NC(=O)CCCn1c(C(=O)c2cc(Cl)c(N)c(Cl)c2)c2ccc(C(F)(F)F)cc2[n+]1[O-]	4
CC(=O)c1nn(-c2cccc(C)c2)cc1C(=O)c1cccc(Br)c1	-2
O=C(C[C@@H]1C/C=C\C[C@@H](NC(=O)OCC2c3ccccc3-c3ccccc32)C(=O)OC[C@@H](Cc2ccccc2)NC1=O)NCCO	-16
COCCN(CCOC)c1nc(-c2ccc(C)cc2)nc2ccccc12	-25
COc1ccccc1CN1[C@@H](CC(=O)O)c2ccccc2S1(=O)=O	12
Nc1cccc2c(O)cccc12	15
O=[N+]([O-])c1cc([N+](=O)[O-])c(Oc2cccc(Cl)c2Cl)cc1NN1CCCCC1	-15
O=C(C[C@H]1C/C=C\C[C@@H](NC(=O)OCC2c3ccccc3-c3ccccc32)C(=O)O[C@@H](c2ccccc2)CNC1=O)N[C@H](CO)Cc1ccccc1	-12
O=C(O)c1ccc2ccc3ccccc3c2c1	-2
Cc1cccc(N2C(=O)N3[C@H](c4ccc(Br)cc4)[C@@H]4C(=O)N(C(C)(C)C)C(=O)[C@@H]4[C@]3(C)C2=O)c1	12
C/C(=N\n1c(C)nc2ccccc2c1=O)c1ccc(N)cc1	16
CCC(C)Sc1cccc(-c2nc3cnccn3c2NC2CCCCC2)c1 (configuration not stated)	0
CCOc1ccc(S(=O)(=O)NCc2ccc3c(c2)OCO3)cc1	3
O=c1oc2cc(OCCO)ccc2c2c1CCCC2	-24
O=c1cc(CO)oc2ccccc12	4
Cc1ccc(CNC(=O)c2cccnc2)cc1	-20
O=c1ccnc(SCCc2ccccc2)[nH]1	-5
CCOC(=O)c1ccc(OCCOc2cccc(C)c2)cc1	-5
COc1ccc(CC(=O)N2CCN(c3ccccc3)CC2)cc1OC	-9
CCn1c(=O)c(C(=O)Nc2ccc(C)cc2)c(O)c2ccccc21	2
COCC(=O)Nc1ccc(S(=O)(=O)NCC2CCCO2)cc1 (configuration not stated)	-9
Cc1ccc(SSc2cc(C)ccc2N)c(N)c1	-19
CCCOc1ccccc1/C=C1\SC(N)=NC1=O	-7
COc1ccc(C(=O)Nc2c(O)ccc3ccccc23)cc1OC	-3
COc1cc(NS(=O)(=O)c2ccc3[nH]c(=O)[nH]c3c2)cc(OC)c1	15
